CASP6 VEID inh: inhibitors of human caspase-6. purified caspase-6, Z-VEID-R110 cleavage fluorescence. inhibition, % at 12.5 µM. 0.53% of 350,000 active. AID 686996;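 active = mean inhibition across replicates at least about 35%, with every replicate also reaching that limit, limit read from the data; inconclusive = only one of the two criteria met; inactive = neither criterion met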;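 note: 0% = median of neutral control wells and 100% = no fluorescence left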
Target sequence (P55212 24-179 limits assumed): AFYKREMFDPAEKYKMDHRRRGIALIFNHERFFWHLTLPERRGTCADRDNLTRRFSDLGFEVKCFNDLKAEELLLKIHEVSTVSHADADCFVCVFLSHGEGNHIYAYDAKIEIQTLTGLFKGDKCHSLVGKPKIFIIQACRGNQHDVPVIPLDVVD
Target sequence (P55212 194-293 limits assumed): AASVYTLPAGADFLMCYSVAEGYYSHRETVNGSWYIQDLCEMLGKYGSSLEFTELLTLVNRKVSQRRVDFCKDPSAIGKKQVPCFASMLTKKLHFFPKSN
EWS-Fli block: inhibitors of EWS/Fli oncoprotein transcriptional activity; A673 NR0B1-luciferase reporter, viability-normalised; inhibition, % at 12.6 µM; AID 651661; 0.67% of 350,000 active;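 active = mean inhibition of at least 50% after viability correction, with every replicate also passing that limit; inconclusive = mean reaches 50% but only one of two replicates passes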;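 note: firefly luciferase signal divided by Alamar Blue viability fluorescence both relative to DMSO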
Cneo AK release: causes C. neoformans cell lysis. adenylate kinase release luminescence, 4 h; normalised: neutral wells 0, clomiphene wells 100. lysis activity, % at 15 µM. 0.2% of 360,000 active. AID 651654;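 active = mean lysis activity across replicates of at least 80%, whatever share of replicates individually reach that level; inactive = mean lysis activity below 80%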
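Assay system: C. neoformans cells. Amount: yeast cell density of 5 × 10^6 cells/mL. Technique: AK luminescence. Buffer or medium: YPD. Times: static 4 h at 37 °C with compound, 1 h detection. Dosing: single-point compound dose. Read-out: lysis from increased AK signal.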
LGR2 antag: inhibitors of bursicon-induced Drosophila LGR2 receptor cAMP signaling. HEK293 LGR2, CRE-luciferase, bursicon-stimulated, 4 h. inhibition, % at 9.99 µM. 0.35% of 380,000 active;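 active = drop in luminescence signal, shown as inhibition above about 50% in the replicate tests, limit read from the data, passing the limit was not always enough; inconclusive = probably only some replicates passing the limit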;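 note: agonist challenge used bursicon conditioned medium at about half maximal strength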
PGC1a acetyl inh: PGC1a acetylation modulation, inhibitor mode | 0.17% of 350,000 active | inhibition, % at 15.6 µM | U2OS PGC1a acetylation, AlphaScreen anti-acetyl-lysine; with virally co-expressed GCN5 acetyltransferase;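 active = every replicate shows inhibition of at least 40%; inconclusive = mean inhibition at least 40% but some replicate below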;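 note: 0% = neutral control wells and 100% = positive control wells; some results beyond the cut were filed as inactive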
miR122 inh: inhibitors of miR-122 in Huh7 cells. Huh7 miR-122 Renilla luciferase sensor, 48 h; neutral wells = 0, positive control = 100. activation (reporter increase), % at 12.5 µM. 0.3% of 340,000 active. AID 602342;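 active = mean replicate activation score at least 90 and every replicate individually at or above 90; inconclusive = only one of the two criteria met; inactive = neither criterion met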;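 note: higher luciferase means less miR-122 activity so hits act as miR-122 inhibitors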
PAX8 reporter: PAX8 transcriptional activity inhibition | RMG-I TPO-luciferase reporter, SteadyGlo, 24 h | inhibition, % at 12.6 µM | 1.2% of 360,000 active | AID 652154;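 active = mean replicate inhibition at least 60% with every replicate also reaching 60%; inconclusive = only one of the two criteria is met; inactive = mean below 60% and not all replicates reaching 60%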;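 note: luciferase light reporting Pax8 driven TPO promoter activity; plate controls were median of neutral control wells for no effect and mitoxantrone controls for full effect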
FN deposition inh: fibronectin deposition inhibition; inhibition, % at 12.6 µM; AH1F fibroblasts, Alexa488-fibronectin deposition fluorescence, overnight; 0.086% of 350,000 active;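 active = mean inhibition across replicates of 30% or more, regardless of how many single replicates reach that level; inconclusive = mean under 30% yet at least half of replicates reach 30%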;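 note: positive control wells lacked labelled fibronectin entirely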
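Schedule: 1 h cell adhesion before compound, then overnight fibronectin incubation; test system: AH1F fibroblast monolayer depositing Alexa488-labelled fibronectin into matrix; quantity: 10000 AH1F cells per well; probe or stimulus: fluorescent fibronectin at 24 nM final; signal: fluorescence, ex 485 nm, em 525 nm; evaluation: percent inhibition as loss of matrix-bound fibronectin fluorescence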
* hit, by the source's call; ? = inconclusive; / = no result given; & = joins results of further samples; [ ] = dose if it differs, or a comment. The list is partial (hit frequency here may not be typical).

(1) O=C1CSC2N1CCNC21CCCCC1 (configuration not stated)
(2) COc1ccc(-n2c(-c3ccccc3[N+](=O)[O-])nc3ccccc3c2=O)cc1
(3) COC(=O)C[C@H]1CC[C@@H]2NC[C@@H](O)COC[C@H]2O1
(4) COC(=O)C1=C(c2ccc(OC(F)(F)F)cc2)C[C@@H]2CC[C@H]1N2C(=O)NCC1CC1
(5) c1ccc(C2N3CCCN23)cc1 (configuration not stated)
(6) CCOC(=O)Cc1csc(NC(=O)c2c(O)c3ccccc3n(CCC(C)C)c2=O)n1
(7) N#Cc1cccc(-c2ccc([C@H]3[C@H](CO)N4CCCCN(C(=O)Cc5ccccc5)C[C@@H]34)cc2)c1
(8) C/C(=N\NC(N)=O)c1c(O)n(C)c(=O)n(C)c1=O
compound no. | 1 | 2 | 3 | 4 | 5 | 6 | 7 | 8
CASP6 VEID inh | / | -1.3 | -2.7 | -1.1 | / | -2.7 | 0.1 | -0.2
EWS-Fli block | / | 5.8 | 6.7 | -11.7 | / | 10.8 | 12.5 | 12.3
Cneo AK release | 2.9 | -6.4 | 2.5 | -0.5 | 10.7 | / | 1.2 | /
LGR2 antag | / | 15.5 | 3.9 | -9.6 | / | 2.1 | 7.3 | -2.2
PGC1a acetyl inh | ? | -5.9 | -8.1 | / | / | / | -4.4 | -5.4
miR122 inh | -7.2 | 0.8 | 4.1[16.7 µM] | -4.6 | -6.8 | / | -13.9[16.7 µM] | 1.2
PAX8 reporter | / | -7.5 | -5.6 | 12.5 | -1.3 | -3.6 | -3.2 | 10.3
FN deposition inh | -5.3 | 22.0 | -9.6 | 4.7 | 2.3 | -9.3 | / | 14.7

(9) CN(C)C(=S)SSC(=S)N(C)C
(10) CC(C)CC(NC(=O)CCCNC(=O)CCC(=O)OC1O[C@H]2OC3(C)CC[C@H]4[C@H](C)CCC(C1C)C24OO3)C(=O)O (some centres not stated)
(11) Cc1ccc(Cn2cc(C=O)c(-c3ccc(F)cc3)n2)cc1
(12) CCCC(=O)c1c(O)[nH]c(=O)[nH]c1=O
(13) COC(=O)C1=C(c2cc3ccccc3s2)C[C@@H]2CC[C@H]1N2C(=O)N1CCOCC1
(14) Cc1cc(OC(C)C(=O)N[C@H](C(=O)O)c2ccccc2)c2c3c(c(=O)oc2c1)CCC3 (some centres not stated)
(15) C[C@]12CC[C@H]3[C@@H](CCC4=CC(=O)CC[C@@]43C)[C@@H]1CC[C@@H]2O
(16) CCCCc1ncc(CN2CCCC(C(=O)c3ccc(SC)cc3)C2)[nH]1 (configuration not stated)
compound no. | 9 | 10 | 11 | 12 | 13 | 14 | 15 | 16
CASP6 VEID inh | -1.9 | 1.1 | 0.7 | 12.7 | -2.1 | 4.6 | 0.9&1.8 | -3.2
EWS-Fli block | 20.0 | 16.8 | -12.2 | -5.3 | 41.8 | -11.7 | 6.2&0.2 | -0.8
Cneo AK release | -1.5 | -2.5 | -0.5 | -2.3 | -1.9 | 0.8 | -3.2&3.0 | /
LGR2 antag | 17.5 | 1.9 | -34.5 | 1.0 | -10.9 | / | -7.2&-7.2 | -21.3
PGC1a acetyl inh | 3.9 | / | 11.8 | -2.0 | / | 18.6 | -13.3&3.0 | -3.9
miR122 inh | -1.9 | / | -1.9 | -8.2 | / | -0.9 | -1.0&-2.0 | 1.3
PAX8 reporter | -2.0 | 73.8* | -18.7 | / | 23.7 | / | / | 0.9
FN deposition inh | -0.4 | 2.2 | -6.5 | / | 5.6 | / | / | -2.6

(17) C=Cn1ccnc1P(=S)(c1nccn1C=C)C1CCCCC1
(18) C/C=C/c1ccc([C@@H]2[C@@H](CO)N3CCCCN(C(=O)Cc4cccnc4)C[C@@H]23)cc1
(19) Cc1cc(OC(=O)N(C)C)nc2c1c(C)nn2C
(20) C[C@]12C[C@@H](O)[C@H](O)CC1=CCC1C2CC[C@]2(C)C(=O)CCC12 (some centres not stated)
(21) N#Cc1cccc(-c2ccc([C@@H]3[C@H]4CN(C(=O)Cc5ccncc5)CCCCN4[C@H]3CO)cc2)c1
(22) C[C@]12CC[C@H]3[C@@H](CCC4=CC(=O)CC[C@@]43O)[C@@H]1CCC2=O
(23) Cc1ncc(C(=O)O)n1C(C)c1ccccc1 (configuration not stated)
(24) CCCC#Cc1ccc([C@H]2[C@@H](CO)N3CCCCN(C(=O)Cc4ccccn4)C[C@H]23)cc1
compound no. | 17 | 18 | 19 | 20 | 21 | 22 | 23 | 24
CASP6 VEID inh | 2.5 | 1.2 | 0.3 | -0.7 | 3.7 | 0.2 | -1.0 | -0.2
EWS-Fli block | 9.6 | -1.6 | 5.8 | 6.6 | / | -2.7 | 3.8 | 12.6
Cneo AK release | 1.3 | 3.6 | -0.5 | -1.1 | -1.3 | 3.0 | -0.2 | -1.5
LGR2 antag | 3.8 | 17.5 | 11.1 | -12.2 | 0.4 | -8.4 | 12.5 | 0.1
PGC1a acetyl inh | 3.8 | 5.3 | -0.7 | 1.6 | 0.8 | -0.2 | 5.9 | 8.4
miR122 inh | 1.3 | 1.1[16.7 µM] | 6.3 | -8.7 | 17.6[16.7 µM] | -7.2 | / | 20.8[16.7 µM]
PAX8 reporter | / | 2.1 | 22.3 | 2.5 | -0.2 | -1.7 | -4.9 | 5.5
FN deposition inh | / | 9.8 | -1.0 | 7.6 | / | 6.6 | 0.7 | /

(25) CN(C)CCN=Cc1c(O)n(-c2cccc3ccccc23)c(=O)[nH]c1=O
(26) COC(=O)C1=C(c2cccc(C#N)c2)C[C@@H]2CC[C@H]1N2C(=O)N1CCCC1
(27) O=C(Nc1ccccc1)c1c(O)[nH]c(=O)[nH]c1=O
(28) OC[C@@H]1[C@H]2c3ccccc3NC[C@H]2N1Cc1cccnc1
(29) CCOP1(=S)Oc2cc3c(cc2C(C(=O)OC)(C(F)(F)F)O1)OCO3 (configuration not stated)
(30) O=C(COc1ccc(Cl)cc1)N1CCN(C2CCCC2)CC1
(31) CC(=O)NCCc1c[nH]c2ccccc12
(32) COC(=O)C1=C(c2c(C)noc2C)C[C@@H]2CC[C@H]1N2C(=O)N1CCC(O)CC1
compound no. | 25 | 26 | 27 | 28 | 29 | 30 | 31 | 32
CASP6 VEID inh | -8.3 | -2.2 | -1.5 | -1.0 | / | -0.7 | -5.6 | 2.3
EWS-Fli block | 5.6 | 4.2 | -7.2 | 3.7 | / | -7.0 | -3.8 | -0.1
Cneo AK release | 0.9 | 2.8 | 0.7 | 2.8 | 0.6 | -0.1 | -2.3 | 1.7
LGR2 antag | -24.1 | 0.6 | -2.5 | 13.4 | 9.0 | -2.6 | 5.7 | 0.0
PGC1a acetyl inh | -1.9 | 2.5 | 11.1 | 4.0 | / | 8.9 | -1.6 | -0.8
miR122 inh | -6.8 | 0.6 | -5.0 | 28.6[16.7 µM] | -6.4 | -0.9 | 0.8 | -0.9
PAX8 reporter | / | -16.8 | -28.2 | 2.6 | / | -1.3 | / | 2.6
FN deposition inh | / | -2.1 | 4.5 | -5.2 | 0.3 | -0.9 | / | -2.4

Quoted from the listing:
CC(=O)NCCc1c[nH]c2ccccc12 in LGR2 antag has 5.7
CCOP1(=S)Oc2cc3c(cc2C(C(=O)OC)(C(F)(F)F)O1)OCO3 (configuration not stated) in FN deposition inh has 0.3

Eleven compounds already listed, arranged by molar mass, low to high.
(31) CC(=O)NCCc1c[nH]c2ccccc12
(27) O=C(Nc1ccccc1)c1c(O)[nH]c(=O)[nH]c1=O
(19) Cc1cc(OC(=O)N(C)C)nc2c1c(C)nn2C
(28) OC[C@@H]1[C@H]2c3ccccc3NC[C@H]2N1Cc1cccnc1
(20) C[C@]12C[C@@H](O)[C@H](O)CC1=CCC1C2CC[C@]2(C)C(=O)CCC12 (some centres not stated)
(30) O=C(COc1ccc(Cl)cc1)N1CCN(C2CCCC2)CC1
(25) CN(C)CCN=Cc1c(O)n(-c2cccc3ccccc23)c(=O)[nH]c1=O
(26) COC(=O)C1=C(c2cccc(C#N)c2)C[C@@H]2CC[C@H]1N2C(=O)N1CCCC1
(29) CCOP1(=S)Oc2cc3c(cc2C(C(=O)OC)(C(F)(F)F)O1)OCO3 (configuration not stated)
(24) CCCC#Cc1ccc([C@H]2[C@@H](CO)N3CCCCN(C(=O)Cc4ccccn4)C[C@H]23)cc1
compound no. | 31 | 27 | 19 | 28 | 20 | 30 | 25 | 26 | 29 | 24
CASP6 VEID inh | -5.6 | -1.5 | 0.3 | -1.0 | -0.7 | -0.7 | -8.3 | -2.2 | / | -0.2
EWS-Fli block | -3.8 | -7.2 | 5.8 | 3.7 | 6.6 | -7.0 | 5.6 | 4.2 | / | 12.6
Cneo AK release | -2.3 | 0.7 | -0.5 | 2.8 | -1.1 | -0.1 | 0.9 | 2.8 | 0.6 | -1.5
LGR2 antag | 5.7 | -2.5 | 11.1 | 13.4 | -12.2 | -2.6 | -24.1 | 0.6 | 9.0 | 0.1
PGC1a acetyl inh | -1.6 | 11.1 | -0.7 | 4.0 | 1.6 | 8.9 | -1.9 | 2.5 | / | 8.4
miR122 inh | 0.8 | -5.0 | 6.3 | 28.6[16.7 µM] | -8.7 | -0.9 | -6.8 | 0.6 | -6.4 | 20.8[16.7 µM]
PAX8 reporter | / | -28.2 | 22.3 | 2.6 | 2.5 | -1.3 | / | -16.8 | / | 5.5
FN deposition inh | / | 4.5 | -1.0 | -5.2 | 7.6 | -0.9 | / | -2.1 | 0.3 | /

(21) N#Cc1cccc(-c2ccc([C@@H]3[C@H]4CN(C(=O)Cc5ccncc5)CCCCN4[C@H]3CO)cc2)c1
compound no. | 21
CASP6 VEID inh | 3.7
EWS-Fli block | /
Cneo AK release | -1.3
LGR2 antag | 0.4
PGC1a acetyl inh | 0.8
miR122 inh | 17.6[16.7 µM]
PAX8 reporter | -0.2
FN deposition inh | /

Assay outcomes deposited in PubChem by Broad Institute.
